Screening results deposited in PubChem BioAssay by National Center for Advancing Translational Sciences (NCATS).
IL-1B inflam inh: inflammasome signaling inhibition, IL-1 beta readout | THP-1 LPS/ATP IL-1B secretion, AlphaLISA, 16 h; hits give low values | activity change, % at 57.5 µM | 360,000 compounds, 4.7% hits; in the data active means activity change below about -50%; inconclusive means mostly about -30% to -49%; further: on the % scale 0 is the no-effect control and ±100 the full control effect
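THP-1 cells pretreated 1 hr with compounds (up to 57.5 uM final), then stimulated with LPS (250 ng/mL final) plus ATP (1.25 mM final); secreted IL-1B measured by AlphaLISA after 16 hr, decreased signal indicating inhibition.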
ATXN2 expr inh: inhibitors of ATXN2 expression | Potency, µM (doses to about 57 µM), for inactives: top-dose activity change, negative = inhibition, usual class: inhibitors | 360,000 compounds, 0.72% hits | AID 1745845 | HEK-293 ATXN2-luciferase reporter, luminescence, 24 h; further: potency means the concentration at half of the fitted maximal effect; on the % scale 0 is the no-effect control and ±100 the full control effect; nearly all actives have a fitted effect of over 55% in size
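qHTS (up to 57 uM final) was run with 24 h compound exposure of reporter cells at 37 °C. Each well was multiplexed: SteadyGlo luminescence measured ATXN2-luciferase expression after a fluorogenic Gly-Phe-AFC viability readout (25 uM final).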
HT1080NT lethal: kills 2HG-producing HT-1080-NT fibrosarcoma cells | HT-1080-NT fibrosarcoma viability, CellTiter-Glo ATP luminescence, 48 h | Potency, µM (series often up to 46.1 µM), inactives show at the highest dose activity, negative = less viability, hits mostly cytotoxic | 360,000 compounds, 1.6% hits | AID 686970;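 further: NT is the 2HG producing partner of a matched IDH1 knockdown line; potency means the concentration at half of the fitted maximal effect; 0% = DMSO-treated cells and -100% = media-only wells without cells; nearly all actives have a fitted effect of over 55% in size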
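750 cells/well, RPMI + 5% FBS; 2 h settle, compound pin-transfer, 48 h at 37 degrees C. CellTiter-Glo 10 min RT, luminescence. Normalized to DMSO and media-only wells.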
KB-V1 MDR tox: KB-V1 MDR subline cytotoxicity | AID 1347076 | KB-V1 MDR cells viability, CellTiter-Glo, 72 h | 400,000 compounds, 3.4% hits | Potency, µM (series often up to 46.1 µM), for the others: at the highest dose activity change, negative = cytotoxicity, hits mostly cytotoxic; further: potency means the concentration at half of the fitted maximal effect; on the % scale 0 is the no-effect control and ±100 the full control effect; nearly all actives have a fitted effect of over 60% in size
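Cells of the MDR subline KB-V1 are plated, dosed with compound at multiple concentrations, and incubated 72 h at 37 degrees C; CellTiter-Glo is then added and luminescence read after 10 min.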
MCF10A rereplic: inducers of DNA re-replication in MCF 10A breast cells; MCF 10A DNA re-replication, Hoechst nuclear intensity, 48 h; Potency, µM (doses to about 46.1 µM), for inactives: top-dose activity, positive = re-replication, most hits filed as activators; 350,000 compounds, 2.9% hits; AID 624296; further: potency means the concentration at half of the fitted maximal effect; % of control where 0% means no effect; nearly all actives have a fitted effect of over 50% in size
SW480 rereplic: induces DNA re-replication in SW480 colon adenocarcinoma cells | AID 624297 | 340,000 compounds, 1.8% hits | Potency, µM (series often up to 46.1 µM), for the others: top-dose re-replication activation, hits mostly activators | SW480 DNA re-replication, Hoechst DNA content imaging, 48 h; further: potency means the concentration at half of the fitted maximal effect; % of control where 0% means no effect; nearly all actives have a fitted effect of over 55% in size
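DNA re-replication was detected as more nuclei of elevated Hoechst intensity after 48 hr exposure to compound (23 nL pinned per well of 250 cells).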
ATXN viability: cell viability loss in ATXN counter-screen; S2 cells (HEK-293 line with an ATXN2-luciferase reporter) viability, CellTiter-Fluor protease fluorescence, 24 h; Potency, µM (highest dose often 56.7 µM), usual class: cytotoxic; 400,000 compounds, 0.49% hits; AID 651635; further: potency means the concentration at half of the fitted maximal effect; nearly all actives have a fitted effect of over 40% in size
HT1080 IDH1KD tx: HT-1080 IDH1 knockdown cell toxicity (counter line). 360,000 compounds, 2% hits. AID 686971. HT-1080 IDH1 knockdown viability, ATP luminescence, 48 h. Potency, µM (titrated, usually from 46.1 µM), for the others: top-dose activity, negative = toxicity, hits mostly cytotoxic;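 further: potency means the concentration at half of the fitted maximal effect; 0% = DMSO wells and -100% = cell-free medium wells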
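After a 2 h attachment period, IDH1KD HT-1080 cells took pin-transferred compound for 48 h at 37 °C; ATP-based luminescence after 10 min room-temperature reagent incubation reported viability.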
KB-3-1 cytotox: KB-3-1 parental cell cytotoxicity; KB-3-1 viability, CellTiter-Glo ATP luminescence, 72 h; Potency, µM (doses to about 46.1 µM), without a hit: top-dose activity change, negative = cytotoxic, usual class: cytotoxic; 400,000 compounds, 1.4% hits; AID 1347075; further: potency means the concentration at half of the fitted maximal effect; on the % scale 0 is the no-effect control and ±100 the full control effect; nearly all actives have a fitted effect of over 60% in size
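Multi-concentration cytotoxicity screen in KB-3-1 cells grown in DMEM lacking phenol red with 10% FBS. After 72 h at 37 °C with compound, ATP-dependent luminescence was recorded.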
Active calls of the source: *; i = inactive; u = inconclusive; x = not tested or not shown; [ ] = another dose, or the depositor's remark. Unless noted, the call rests on the fitted dose curve; in most records, active means well fitted curve in the direction sought with a large enough effect; inconclusive means small, poorly fitted or top-dose-only effect, or another doubt; inactive means no such curve, though single readings can be large; an effect the other way counts as inactive or inconclusive. Outcome played no part in choosing rows; overall some 11% were active at least once.

structure | IL-1B inflam inh | ATXN2 expr inh | HT1080NT lethal | KB-V1 MDR tox | MCF10A rereplic | SW480 rereplic | ATXN viability | HT1080 IDH1KD tx | KB-3-1 cytotox
O=C(Cn1cnc2c(cnn2-c2ccccc2)c1=O)Nc1ccc(S(=O)(=O)N2CCOCC2)cc1 | 12 | 9% | -5% | -27% | 3% | -1% | i | -6% | -18%
COC(=O)c1[nH]c2ccc(C)cc2c1NC(=O)CN1CCN(c2ccc(F)cc2)CC1 | -6 | -19% | 0% | u | 13% | -11% | u | 4% | u
CCn1c(SCC(=O)Nc2nc3ccccc3s2)nnc1-c1ccc(OC)cc1 | 18 | -29% | u | 2% | 1% | 19% | i | u | 0%
O=C(NCc1ccccc1)[C@]1(C(F)(F)F)C[C@H](CCc2ccccc2)CCCO1 | 21 | -1% | 0% | -1% | 1.8µM* | -4% | i | 2% | -1%
CCOC(=O)CCCCCC(=O)Nc1ccc2c(c1)CC(=O)N([C@H](C)CO)C[C@H](C)[C@H](CN(C)S(=O)(=O)c1ccc(OC)cc1)O2 | 18 | -8% | 7% | 11% | 2% | -4%[9.22 µM] | i | 4% | 3%
O=C(Cc1ccccc1[N+](=O)[O-])NCC(=O)c1ccc2c(c1)OCO2 | -3 | 31%[activator] | 9% | u | -1% | 2% | i | 12% | u
CSCC(C)N1CCC(CO)(CCCc2ccccc2)CC1 (stereo not drawn) | 9 | u | -16% | -22% | -2%[9.22 µM] | -22% | i | -2% | -3%
O=C(Oc1ccccc1)N1CCN(c2ccccc2F)CC1 | u | -22% | -4% | -1% | u | 10% | i | -7% | -5%
Cc1ccc(-c2csc(C(O)c3ccc(F)c(F)c3)n2)cc1C (stereo not drawn) | -2 | -25% | u | -12% | x | x | i | 21µM* | 0%
COC(=O)c1c(NS(C)(=O)=O)sc2c1CCCC2 | 5 | -16% | 8% | 22% | -3% | -5% | i | 9% | -9%
C[C@H]1CN([C@@H](C)CO)C(=O)c2cccc(NC(=O)Nc3ccc(C(F)(F)F)cc3)c2O[C@@H]1CN(C)S(=O)(=O)c1ccccc1 | -4 | -2% | u | -10% | u | 22% | u | u | -23%
Cc1ccccc1OCCC(=O)OCC(=O)NC1CCCC1 | -1 | 21% | 3% | 16% | 3% | -11% | i | 4% | 11%
CCOC(=O)N1CCN(c2ccc(S(=O)(=O)N(Cc3ccccc3)Cc3ccccc3)cn2)CC1 | -17 | -17% | -5% | 5.8µM* | -7% | 2% | u | -7% | -3%
COc1ccc(-c2cc3c(=O)n(CC(=O)Nc4cccc(Cl)c4)ncn3n2)cc1 | 2 | 22% | 12% | 4% | -4% | -17% | i | 4% | -5%
Cc1ccc(NC(=C(C#N)C#N)c2ccccc2)cc1 | 2 | x | -1% | -30% | x | x | i | -11% | -5%
CSCCC(Nc1nc2ccccc2s1)C(=O)O (stereo not drawn) | 0 | -32% | 16% | 1% | -2% | 0% | u | 10% | -6%
O=C(NCc1ccccc1)c1c[nH]c2ccc(S(=O)(=O)Nc3ccc4c(c3)OCCO4)cc2c1=O | -4 | 0% | -27% | 25% | 17% | 2% | i | -26% | -6%
CCN(CC(=O)NCc1cccs1)C(=O)c1cccc(S(=O)(=O)Nc2ccccc2Cl)c1 | 2 | -14% | -3% | 17% | 2% | 20% | i | -5% | 8%
CC(C)n1cnc2c(NCc3ccccc3)nc(NCc3ccccc3)nc21 | -15 | -10% | u | -8% | u | 3% | i | -20% | -8%
CSc1ccc(CNC(=O)C2(C)CCCN(C(C)=O)C2)cc1 (stereo not drawn) | 0 | 2% | 24% | 1% | x | x | i | 23% | 0%
Cc1ccc(C(=O)NC(Cc2ccccc2C(F)(F)F)C(=O)O)cc1 (stereo not drawn) | 10 | 4% | 3% | 0% | -1% | -4% | i | 0% | 15%
Cc1sc2nc(C3CC3)nc(N3CCN(C(=O)c4ccc(Cl)cc4)CC3)c2c1C | -6 | -31% | -17% | 18µM* | u | 7% | i | -24% | u
O=C(COc1ccc(S(=O)(=O)N2CCCC2)cc1Cl)NCc1ccccn1 | -4 | 6% | 0% | x | -8% | -13% | i | 5% | x
CC(C)CC(=O)NC(c1ccccc1)c1c(O)ccc2ccccc12 (stereo not drawn) | -80* | -19% | -9% | 0% | 0% | -4% | i | -16% | -8%
CCN(CC)C(=O)C1=CC(c2ccc3c(c2)OCO3)=NS(=O)(=O)N1C | x | 11% | x | 1% | x | x | i | x | -3%
COc1ccc(S(=O)(=O)N2CCOCC2)c(C)c1C | 10 | -3% | 8% | 3% | -2% | 1% | i | -1% | 1%
CCN1C(=O)CC(N2CCC(Cc3ccccc3)CC2)C1=O (stereo not drawn) | 6 | -13% | 12% | 4% | 4% | -1% | i | 2% | 13%
Cc1c(C(=O)NCc2cccnc2)sc2nc(-c3ccccc3)cn12 | 5 | 6% | x | -7% | u | 0% | u | x | u
COC(=O)c1c(NC(=O)COC(=O)CCc2ccc(S(=O)(=O)N3CCOCC3)cc2)sc2c1CCC2 | 13 | -31% | -11% | -28% | 23% | 1% | i | -7% | -2%
COc1ccc(C(=O)N2CCNC(=O)C2CC(=O)Nc2ccc(C)c(C)c2)cc1 (stereo not drawn) | i | 2% | 6% | 2% | -10% | -3% | i | -14% | 2%
C=C1CCC[C@]2(C)C[C@H]3OC(=O)C(CN[C@@H](C)c4ccccc4)[C@H]3CC12 (stereo partly drawn) | -87* | -29% | -13% | 7% | u | 11% | u | -9% | -4%
COc1ccccc1N1CCN(C2CCCN(C(=O)c3ccccn3)C2)CC1 (stereo not drawn) | 10 | 5% | 5% | -28% | 0% | -13% | i | 2% | 16%
CCOc1ccc(C(=O)Nc2ccc(N3CCN(C(=O)c4ccco4)CC3)cc2)cc1Br | 0 | u | -6% | u | 10% | 4% | i | -6% | u
Cc1noc(C)c1S(=O)(=O)N(CC(=O)NCc1ccc(Cl)cc1)c1ccc2c(c1)OCO2 | 0 | 1% | 23% | -3% | -1% | -2% | i | 3% | -1%
COCCN1C[C@@H](CO)O[C@@H](n2cnc3c(NC4CCCC4)ncnc32)C1 | -8 | 3% | 23% | u | x | x | i | 22% | -29%
O=C(c1c(Cl)cccc1Cl)N1CCN(c2ncccn2)CC1 | 18 | 11% | -1% | 6% | -4% | -20% | i | 1% | 23%
CCC(C)c1ccc(NC(=O)N2CCOCC2)cc1 (stereo not drawn) | 8 | 22% | 6% | -16% | 2% | 1% | u | 23% | 6%
Cc1ccc(S(=O)(=O)CC(CN2CCCCC2)N2CCCCC2)cc1 (stereo not drawn) | -98* | u | 18µM* | -14% | u | -1% | i | 18µM* | u
Cc1ccccc1C(=O)NNC(=O)CCc1ccccc1 | 4 | 27% | -1% | 0% | -4% | 0% | i | 0% | 0%
O=C(NCc1ccco1)/C(=C\c1cccnc1)NC(=O)c1ccccc1F | 9 | -5% | -1% | -5% | 0% | -1% | i | 11% | -7%
CN(C)c1cc[n+](CCC(=O)Nc2cccc([N+](=O)[O-])c2N)cc1 | -1 | 5% | 14% | 5% | -3% | 0% | i | 9% | 4%
S=C(NCCN1CCOCC1)NC1CCCC1 | 11 | x | -1% | 3% | -14% | -4% | i | 8% | 7%
Nc1ccc(C(=O)Nc2ccc3cc(S(=O)(=O)O)ccc3c2)cc1 | 3 | 49%[activator] | -3% | u | -15% | -6% | i | 0% | 1%
Cc1ccc(C)c(N2CN(CCC3=CCCCC3)CNC2=S)c1 | u | -6% | 27% | -1% | -1% | 1% | i | 4% | -21%
CCOC(=O)C1CCN(CC(C)(C)NS(=O)(=O)c2ccc(C)cc2)CC1 | 6 | -11% | -16% | -36% | 0% | -5% | i | -3% | -5%

Gathered by group: the entries above with an aryl methoxy group (six)
structure | IL-1B inflam inh | ATXN2 expr inh | HT1080NT lethal | KB-V1 MDR tox | MCF10A rereplic | SW480 rereplic | ATXN viability | HT1080 IDH1KD tx | KB-3-1 cytotox
CCn1c(SCC(=O)Nc2nc3ccccc3s2)nnc1-c1ccc(OC)cc1 | 18 | -29% | u | 2% | 1% | 19% | i | u | 0%
CCOC(=O)CCCCCC(=O)Nc1ccc2c(c1)CC(=O)N([C@H](C)CO)C[C@H](C)[C@H](CN(C)S(=O)(=O)c1ccc(OC)cc1)O2 | 18 | -8% | 7% | 11% | 2% | -4%[9.22 µM] | i | 4% | 3%
COc1ccc(-c2cc3c(=O)n(CC(=O)Nc4cccc(Cl)c4)ncn3n2)cc1 | 2 | 22% | 12% | 4% | -4% | -17% | i | 4% | -5%
COc1ccc(S(=O)(=O)N2CCOCC2)c(C)c1C | 10 | -3% | 8% | 3% | -2% | 1% | i | -1% | 1%
COc1ccc(C(=O)N2CCNC(=O)C2CC(=O)Nc2ccc(C)c(C)c2)cc1 (stereo not drawn) | i | 2% | 6% | 2% | -10% | -3% | i | -14% | 2%
COc1ccccc1N1CCN(C2CCCN(C(=O)c3ccccn3)C2)CC1 (stereo not drawn) | 10 | 5% | 5% | -28% | 0% | -13% | i | 2% | 16%
